tuberculosis growth: growth inhibition of non-replicating M. tuberculosis (AID 488890); Mycobacterium tuberculosis non-replicating, growth inhibition; higher % means a stronger effect; one-dose inhibition, % at 25 µM; IC50 in µM for titrated hits; 320,000 compounds, 0.39% hits; in the data active = a potency from the dose series; inconclusive = inhibition mostly from about 82% at the one dose, without a potency; inactive = the rest, 99 in 100 with inhibition below about 76%;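 note: plate controls were DMSO cells for no effect and high antibiotic wells for full effect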
influenza NS1A: NS1A inhibition, H1N1 influenza, cell based functional assay (AID 504329); NS1A functional cell-based assay, percent inhibition; higher % means a stronger effect; inhibition, % at 12.5 µM; hits with a dose series show IC50 in µM; 340,000 compounds, 0.3% hits; in the data active = a potency from the dose series; inconclusive = inhibition above about 27% without an active follow-up result; note: strong numbers were not always called active
VEEV TC-83 Vero: inhibitors of VEEV TC-83 cytopathic effect, confirmation, Vero cells (AID 588727); Vero cells, VEEV TC-83 cytopathic effect inhibition; higher % means a stronger effect; 350,000 compounds, 0.13% hits; inhibition, % at 20 µM; hits with a dose series show IC50 in µM; in the data active = a potency from the dose series; inconclusive = inhibition mostly from about 14% at the one dose, without a potency; inactive = the rest, 99 in 100 with inhibition below about 12%; note: strong numbers were not always called active
PhoP GFP inhibition: Inhibition of PhoP regulon, Salmonella typhi GFP reporter cells, confirmation, 4 h (AID 1850); Salmonella Typhi PhoP-promoter GFP reporter, fluorescence, 4 h; higher % means a stronger effect; one-dose inhibition, % at 50 µM; IC50 in µM for titrated hits; 310,000 compounds, 0.33% hits; in the data active = a potency from the dose series; inconclusive = inhibition mostly from about 25% at the one dose, without a potency; inactive = the rest, 99 in 100 with inhibition below about 19%;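 note: 0% = induced wells with vehicle and 100% = uninduced wells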
H37Rv inhibition: M. tuberculosis growth inhibition, HTS (AID 449762). M. tuberculosis H37Rv growth inhibition, 7H9 media; higher % means a stronger effect. inhibition, % at 25 µM; hits with a dose series show IC50 in µM. 330,000 compounds, 0.59% hits; in the data active = a potency from the dose series; inconclusive = inhibition above about 70% without an active follow-up result;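 note: bacterial growth assessed after seven days of incubation; strong numbers were not always called active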
VEEV TC-83 Vero 10K pilot screen: also measured in VEEV TC-83 Vero; calls as there; inhibition, %; measured here: 10K pilot screen inhibition
* hit, by the source's call; i = inactive; ? = inconclusive; nt = not tested or not shown.

SMILES | tuberculosis growth | influenza NS1A | VEEV TC-83 Vero | PhoP GFP inhibition | H37Rv inhibition | others
O=C(CN(C(=O)c1cc2c(s1)CCC2)C1CCCC1)NCc1cccs1 | 19.6% | -3.3% | i | -17.4% | -5.7%
C#CCOCCOCCOCCNc1nc(N2CCN(C(=O)[C@H](CCC(=O)O)n3cc(C(N)CO)nn3)CC2)nc(N2CCN(C(=O)[C@H](CCC(=O)O)n3cc(C(N)[C@H](C)CC)nn3)CC2)n1 (stereo not given in full) | -9.7% | -9.6% | 3.8% | -5.4% | -0.1%
CCc1ccccc1N1C(=O)/C(=C/c2ccc(N3CCN(C)CC3)o2)C(=O)NC1=S | -7.3% | 14.5% | 1.4% | -34.6% | -1.8%
COc1ccc(CNCc2ccccc2C(F)(F)F)cc1 | -1.8% | -5.9% | 0.2% | 3.9% | -6.8%
CC1CCCCN1C(=O)C1CCN(S(=O)(=O)c2ccc(-n3cnnn3)cc2)CC1 (stereo not given) | 9.1% | 1.9% | 0.7% | 5.0% | -3.0%
C/C(=N\NC(=O)c1cc(-c2cccnc2)nc2ccccc12)c1ccccc1O | 3.2% | 0.7% | 7.2% | 4.3% | 10.6% | VEEV TC-83 Vero 10K pilot screen=8.3
COc1ccc2c(c1)[C@H]1[C@H](CO2)[C@H](c2ccccc2)[C@]2(C)C(=O)N(CC3CCCO3)CC(=O)N12 (stereo not given in full) | -3.6% | -11.5% | 6.0% | nt | -3.0%
CCCC(=O)NCCc1ccc(S(N)(=O)=O)cc1 | -15.3% | 0.6% | 1.2% | 16.9% | 3.4%
COc1ccc(C2c3c4c(n(C)c3CCN2C)CCN(C)C4c2ccc(OC)cc2)cc1 (stereo not given) | -7.6% | -11.4% | 2.5% | 7.5% | -8.2%
CCOC(=O)N1CCC(NC(=O)C2CCCN(S(=O)(=O)c3ccc4c(c3)oc(=O)n4C)C2)CC1 (stereo not given) | -11.4% | -3.8% | 1.0% | -7.4% | -4.2%
CC(C)(C)OC(=O)N1CCC(Cc2cc(-c3ccc(Cl)cc3)no2)(C(=O)O)CC1 | 20.4% | -4.3% | 0.6% | 1.4% | 12.1%
CC1=NN(C(=O)c2ccccc2-n2cccc2)C(O)(C(F)(F)F)C1 (stereo not given) | ? | -1.3% | i | -9.4% | -8.1%
CN(c1ccccc1)c1nccc(=O)[nH]1 | 8.4% | -23.5% | 0.1% | 0.8% | -0.7%
Nc1ccc2c(c1)nc(Cc1ccccc1)n2CCO | -22.2% | -5.4% | i | 4.0% | 7.2%
CC(C)n1cc(C(=O)N2CCCC(N3CCN(c4ccc(F)cc4)CC3)C2)cn1 (stereo not given) | -7.2% | -6.7% | 4.0% | -2.0% | -0.4%
COc1cc(S(=O)(=O)NCCCn2ccnc2)ccc1F | 4.8% | -4.5% | i | 5.1% | 7.8%
CS(=O)(=O)N1CCN(c2ccc(NC(=O)CSc3nnc(-c4ccco4)o3)cc2)CC1 | -5.5% | -6.6% | 1.0% | -4.8% | -5.3%
COc1ccc(N2CCN(S(=O)(=O)c3cccs3)CC2)cc1 | 13.2% | 0.5% | 4.9% | -13.1% | nt
O=C1N/C(=C/c2ccco2)C(=O)N1Cc1ccccc1F | -5.7% | 24.3% | 1.4% | -2.8% | -3.0%
COc1ccc(CC(=O)NNC(=S)Nc2ccccc2)cc1Cl | 13.5% | -5.8% | i | -3.5% | -12.4%
Cc1ccc(NC(=O)c2c(O)c3ccccc3n(C)c2=O)nc1 | ? | -1.2% | 6.7% | -1.1% | 69.5%
Cc1ccc(S(=O)(=O)N2CCC(C(=O)OCC(=O)N(C)c3ccccc3)CC2)cc1C | -7.0% | -2.2% | 1.7% | 7.0% | -4.4%
CC(/C=N/NC(=O)Cn1nnc(N)n1)=C\c1ccc(C(C)C)cc1 | 43.4% | nt | 2.6% | -2.4% | 1.2%
N#Cc1c(Br)n(C2OC(CO)C(O)C2O)c2ncnc(N)c12 (stereo not given) | nt | -20.5% | i | nt | nt
Fc1ccc(Cn2nnnc2CN2CCN(C3CCCC3)CC2)cc1 | -7.0% | -10.6% | 0.1% | 0.0% | 2.5%

Later entries:
SMILES | tuberculosis growth | influenza NS1A | VEEV TC-83 Vero | PhoP GFP inhibition | H37Rv inhibition | others
Cc1cc(C)nc(NC(=O)/C=C/c2ccccc2Cl)c1 | 8.1% | -4.8% | 4.2% | -6.8% | 4.4%
COC(=O)Cc1ccc(OC(=O)c2cccc(S(=O)(=O)N3CCN(C)CC3)c2)cc1 | -13.0% | -3.1% | 2.5% | 2.5% | -10.6%
Cc1ccc2[nH]c(=O)c(CN(C(=O)c3cccc([N+](=O)[O-])c3)C(C)C)cc2c1 | 17.0% | 1.1% | 0.2% | -0.8% | -0.3%
Cc1ccccc1NC(=O)C(C)c1ccc(-c2ccccc2)c(F)c1 (stereo not given) | 3.9% | -6.9% | 2.0% | 1.6% | 2.2% | VEEV TC-83 Vero 10K pilot screen=1.9
CCOC(=O)c1nn(C)c(C)c1Cl | -2.6% | -6.5% | 0.3% | -1.3% | 0.1%
CCOC(=O)c1c(C)n(C)c2ccc(O)c(CN(CC)CC)c12 | 28.2% | -7.1% | 3.6% | -0.4% | -2.4%
O=C(/C=C/c1ccccc1[N+](=O)[O-])N1CCCCC1 | 2.4% | 11.3% | 0.6% | -9.7% | 4.6%
COC(=O)[C@H](Cc1ccccc1)NC(=O)Nc1ccc(OC)cc1 | -11.9% | 9.1% | ? | 2.6% | -4.8%
Cc1cccc(Nc2nc(N)c([N+](=O)[O-])c(N3CCOCC3)n2)c1 | -7.8% | 17.8% | 3.4% | -6.3% | -9.0%
Cc1cc2cc(CNC(=O)C3CC3)ccc2n1C | 37.2% | 0.8% | i | 8.5% | 0.5%
CC1=C(C(=O)Nc2ccccn2)C(c2ccc(Cl)cc2)NC(=S)N1 (stereo not given) | 3.1% | 5.4% | 2.1% | 3.2% | -1.6%
O=C(COC(=O)c1ccc(S(=O)(=O)N2CCOCC2)cc1)NCc1cccs1 | -14.7% | -5.6% | 0.2% | 2.2% | -6.3%
CCOC(=O)N1CCN(S(=O)(=O)c2ccc(OCC)cc2)CC1 | 8.3% | -1.9% | 0.0% | 1.9% | 8.0%
NC(=S)N=Nc1c(O)n(C2OC(=O)c3ccccc32)c2ccccc12 (stereo not given) | -7.4% | -1.9% | 0.6% | 13.0% | -6.5%
COCCN(C)C(=O)CC1C(=O)NCCN1CC(c1ccccc1)c1ccccc1 (stereo not given) | -0.6% | -10.1% | 0.1% | -6.1% | 2.4%
COc1ccc(N(C(=O)Nc2ccc(Cl)cc2)C2=NCCC2)cc1 | 63.5% | -5.3% | 1.3% | 9.6% | 42.5%
O=C(COC(=O)C1c2ccccc2Oc2ccccc21)NC1CCS(=O)(=O)C1 (stereo not given) | 19.6% | -8.0% | 2.1% | 3.0% | -1.4%
Cc1ccc2c(c1)[C@H]1[C@H](CO2)[C@H](c2ccccc2)[C@]2(C)C(=O)Nc3cc(Cl)ccc3C(=O)N12 | 53.0% | 3.5% | 0.8% | 3.0% | ?
COc1ccc(C(=O)N(Cc2cccs2)C2CCS(=O)(=O)C2)cc1 (stereo not given) | -4.6% | -0.5% | 2.0% | 0.2% | 4.7%
Cc1cc(C)n2nc(S(=O)(=O)N(C)c3ccccc3)nc2n1 | -23.9% | 5.2% | i | -10.7% | -13.0%
CCOC(=O)c1cnc2ccc(F)cc2c1Nc1ccc2c(c1)OCCO2 | 63.0% | -2.7% | 0.3% | -3.6% | 9.2%
COc1ccccc1N1CCN(C(=O)c2cc3c(C)nc4ccccc4c3o2)CC1 | 36.3% | 0.0% | 10.6% | 1.8% | ?
Cc1cc(=O)oc2cc(OCC(O)CN3CCc4ccccc4C3)ccc12 (stereo not given) | 20.8% | 11.1% | i | 12.5% | -2.1%
CCOC(=O)c1cc(S(=O)(=O)Nc2cccc(OC)c2)cn1C | 9.1% | 8.6% | 3.1% | 7.4% | -3.9%
Cc1ccc(C(=O)NCC(=O)OCC(=O)Nc2cc(C)c(C)cc2[N+](=O)[O-])cc1 | 16.0% | -1.7% | i | 0.8% | -2.2%

(next part)
SMILES | tuberculosis growth | influenza NS1A | VEEV TC-83 Vero | PhoP GFP inhibition | H37Rv inhibition | others
O=C(c1ccc(Cl)s1)N1CCN(c2nc3ccccc3s2)CC1 | 59.4% | -1.6% | 8.0% | -6.6% | -7.1%
Cc1noc(N)c1C(=O)Nc1ccc(F)cc1 | 2.9% | -7.5% | 1.5% | -5.2% | -1.8%
CCCn1nc(C(=O)Nc2cc(C(=O)OC)ccc2C)c2ccccc2c1=O | 2.9% | 4.2% | 1.3% | -3.1% | 3.3%
O=C(COC(=O)c1cccc(Cl)c1Cl)NCCN1C(=O)CSC1=O | 49.0% | 6.1% | 0.4% | -0.1% | -1.7%
O=C(Cc1ccccc1)N1CCC(c2ccccc2)C1 (stereo not given) | 33.5% | -2.1% | i | 0.4% | -7.8%
CCc1nn(CCCC(=O)NCc2ccccc2C)c(=O)c2cc3occc3n12 | 15.2% | 1.5% | i | -7.2% | -8.0%
Cc1cccc(C(=O)NNC(=O)c2ccc(Br)cc2)c1 | -4.2% | -6.5% | 0.6% | 5.4% | 4.1%
CN(C)c1ccc(C(CNC(=O)c2ccc(-c3ccccc3)cc2)N2CCOCC2)cc1 (stereo not given) | -0.8% | 4.6% | 0.8% | -2.5% | 8.3%
CCCCCCCn1c2c(c(=N)c3c1CCC3)CCCC2 | nt | -18.7% | i | nt | nt
COc1ccccc1N(CC(=O)NC1CCCCC1)C(=O)CCC(=O)Nc1ccccn1 | 10.2% | -96.0% | 5.9% | -4.7% | -9.3%
Cc1ccc2sc(N(CCN(C)C)C(=O)c3ccc4ccccc4c3)nc2c1C | 14.2% | 12.3% | 1.6% | -5.7% | 10.5%
CCOC(=O)C(=N/O)/C(C)=N/NC(C)=O | 2.7% | 4.1% | i | -9.2% | -2.9%
CCN(CC)CCOCCOc1ccccc1F | 0.9% | 2.7% | 1.1% | -11.6% | -0.5%
Nc1nnnn1NCc1cccc(OCc2ccccc2)c1 | 6.5% | 2.1% | i | -6.0% | -0.8%
COCC1CCN(Cc2c(C(=O)N3CCc4ccccc4C3)nc3ccc(Cl)cn23)C1 (stereo not given) | 6.7% | 20.6% | i | -7.4% | -10.4%
Cc1cc(NC(=O)CC2CCCC2)ccc1Br | 63.1% | -1.9% | 1.0% | 6.3% | ?
CC(C)(C)c1ccc(NC(=O)CSc2n[nH]c(=O)n2C2CC2)cc1 | 15.1% | -4.6% | 1.8% | nt | 7.1%
COc1cc2c(cc1OC)C(C)N(C(=O)C(NC(=O)c1ccccc1)C(C)C)CC2 (stereo not given) | 1.6% | 1.9% | i | 5.1% | 6.9%
CCOc1ccc(/C=C/[N+](=O)[O-])c2ccccc12 | ? | -0.5% | i | -5.0% | ?
COCCNCC(=O)Nc1ccc(C)c(S(=O)(=O)N2CCCCC2)c1 | -7.8% | -8.2% | 1.2% | -6.5% | -5.0%
O=C(O)c1cc2ccccc2n1-c1ccccc1 | -15.0% | 16.9% | 1.1% | 4.9% | -0.8%
O=C(Nc1ccccc1-c1ccccc1)c1ccccc1 | 55.5% | -1.6% | 1.2% | -7.8% | 11.3%
COc1cccc(N2CCN(C(=O)C3CCN(S(=O)(=O)c4cccs4)CC3)CC2)c1 | 4.1% | -3.3% | 3.9% | 0.9% | 1.3%

Compound activity deposited in PubChem by Southern Research Specialized Biocontainment Screening Center.

Not a hit list, and some 1.4% of all compounds hit somewhere here.
